# High-throughput results as filed in PubChem.
# NIH3T3 tox: NIH 3T3 cell cytotoxicity. NIH 3T3 viability, CellTiter-Glo ATP luminescence, 48-72 h. Potency, µM (doses to about 96.7 µM), for inactives: at the highest dose activity change, negative = cytotoxicity, hits mostly inhibitors. AID 1345082. actives 4.3% (n = 94,000); note: potency is the fitted concentration of half-maximal effect; nearly all actives have a fitted effect of over 55% in size
#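 ATP-dependent luminescence (CellTiter-Glo) served as the viability signal for NIH 3T3 cells treated with compound for 48 or 72 hr at 37 °C.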
# Luciferase inh: Photinus pyralis luciferase inhibition. P08659. purified P. pyralis luciferase, luminescence, biochemical. Potency, µM (doses to about 115 µM), for the others: top-dose activity change, negative = inhibition, actives largely listed as inhibitors. actives 2.5% (n = 76,000). AID 1347043; note: potency is the fitted concentration of half-maximal effect; nearly all actives have a fitted effect of over 65% in size
#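 Purified P. pyralis luciferase (10nM final) in 50mM Tris acetate pH 7.5, 10mM Mg acetate, 0.01% Tween-20, 0.05% BSA with 10uM D-luciferin and 10uM ATP. Compounds titrated qHTS. Luminescence imaged on CCD.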
# IP6K1 inhibitor: IP6K1 kinase inhibition; Q92551; AID 1645851; actives 0.81% (n = 140,000); activity change, % (series mostly up to about 58 µM); IP6K1 kinase, ADP-Glo luminescence, 2 h; hits give low values; in the data active = activity change below about -25%
# Target sequence (Q92551 whole entry, looked up): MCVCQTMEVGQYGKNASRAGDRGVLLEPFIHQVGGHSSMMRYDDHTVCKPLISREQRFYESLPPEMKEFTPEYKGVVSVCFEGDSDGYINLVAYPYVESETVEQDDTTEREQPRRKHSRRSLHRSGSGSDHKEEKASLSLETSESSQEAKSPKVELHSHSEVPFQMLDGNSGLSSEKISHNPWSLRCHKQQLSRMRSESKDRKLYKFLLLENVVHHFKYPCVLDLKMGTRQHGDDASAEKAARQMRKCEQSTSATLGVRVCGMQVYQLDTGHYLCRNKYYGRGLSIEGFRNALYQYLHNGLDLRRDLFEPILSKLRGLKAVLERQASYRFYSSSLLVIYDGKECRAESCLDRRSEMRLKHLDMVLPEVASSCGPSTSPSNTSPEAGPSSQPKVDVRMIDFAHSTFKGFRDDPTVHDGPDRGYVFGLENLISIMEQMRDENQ
#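 ADP-Glo luminescence measures ADP made by human IP6K1 during a 2 h RT reaction with ATP/IP6 (mix at 1.3 mM/130 uM); top library doses 57.5 and 19.1 uM final.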
# HEK cytotox: kills HEK 293 cells; Potency, µM (highest dose often 115 µM), for inactives: top-dose activity change, negative = cytotoxicity, most hits filed as inhibitors; HEK 293 viability, ATP luminescence (CellTiter-Glo), 48-72 h; actives 6.6% (n = 94,000); note: potency is the fitted concentration of half-maximal effect; nearly all actives have a fitted effect of over 60% in size
#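 ATP-coupled CellTiter-Glo luminescence served as viability read-out, recorded 10 min after reagent addition at room temperature. HEK 293 cells, 250 cells/well, had been incubated with pintool-transferred compound for 48 or 72 hr at 37 degree Celsius.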
# GPT2 inhibitor: inhibitors of human GPT2 alanine aminotransferase; AID 1671188; Recombinant GPT2, coupled pyruvate oxidase/HRP Amplex Red fluorescence; Potency, µM (highest dose often 57.7 µM), inactives show at the top dose activity change, negative = inhibition, actives largely listed as inhibitors; actives 0.25% (n = 100,000); Q8TD30; note: potency is the fitted concentration of half-maximal effect; nearly all actives have a fitted effect of over 60% in size; many of its hits are not listed in these tables
# Target sequence (Q8TD30 whole entry, looked up): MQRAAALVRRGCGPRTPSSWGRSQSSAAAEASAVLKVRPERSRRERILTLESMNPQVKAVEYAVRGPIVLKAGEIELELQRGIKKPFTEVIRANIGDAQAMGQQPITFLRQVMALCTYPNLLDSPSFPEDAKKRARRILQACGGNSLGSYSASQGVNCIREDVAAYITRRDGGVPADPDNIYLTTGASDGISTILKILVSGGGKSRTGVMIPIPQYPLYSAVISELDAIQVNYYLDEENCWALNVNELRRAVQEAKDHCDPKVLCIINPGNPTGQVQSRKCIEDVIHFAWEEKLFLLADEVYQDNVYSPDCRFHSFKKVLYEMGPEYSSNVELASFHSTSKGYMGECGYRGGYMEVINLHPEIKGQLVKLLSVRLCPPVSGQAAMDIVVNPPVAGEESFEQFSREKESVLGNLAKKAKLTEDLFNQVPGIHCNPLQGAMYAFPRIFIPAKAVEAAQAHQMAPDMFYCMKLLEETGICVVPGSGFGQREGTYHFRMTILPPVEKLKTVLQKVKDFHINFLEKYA
#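 Fluorescence of coupled pyruvate oxidase/HRP/Amplex Red system (50uM Amplex, 30 min, dark) reports pyruvate formed by GPT2. Enzyme reaction: 10ng/uL GPT2, 2mM L-alanine, 250uM a-KG, 30 min room temperature, pH 7.5; 50uM AOA control.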
# SNCA viab count: counter-screen for SNCA expression inhibitors: cell viability; HEK-293-SNCA-luc viability, GF-AFC fluorescence, 24 h; Potency, µM (series often up to 57.1 µM), without a hit: top-dose activity change, negative = cytotoxicity, actives largely listed as cytotoxic; actives 0.12% (n = 150,000); AID 1671193;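 note: potency is the fitted concentration of half-maximal effect; 0% = DMSO-treated cells and -100% = medium-only wells without cells; nearly all actives have a fitted effect of over 30% in size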
#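 Cytotoxicity counterscreen: after 24 h compound treatment of genome-edited SNCA-luciferase HEK-293 cells, live-cell protease substrate GF-AFC read by fluorescence after 30 min; activity scaled between DMSO (0%) and medium-only (-100%), curves Hill-fitted.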
# SNCA expr inh: reduces expression of the alpha-synuclein gene; HEK-293 SNCA-luciferase knock-in, luminescence, 24 h; Potency, µM (doses to about 57.2 µM), for inactives: at the highest dose activity change, negative = inhibition, most hits filed as inhibitors; actives 0.17% (n = 140,000); AID 1671194;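 note: potency is the fitted concentration of half-maximal effect; plate controls were DMSO cells for no effect and cell-free wells for full effect; nearly all actives have a fitted effect of over 45% in size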
# Starred values were filed as active, the others as inactive; i = inactive; ? = inconclusive; . = not tested or not shown; [ ] = another dose, or the depositor's remark. Unless noted, calls come from the whole dose curve; as a rule, active = well fitted curve in the direction sought with a large enough effect; inconclusive = small, poorly fitted or top-dose-only effect, or another doubt; inactive = no such curve, though single readings can be large; an effect the other way counts as inactive or inconclusive. Unless noted, % is set by controls: 0 for no effect and ±100 for the full control effect. Some of the compounds tested (hit frequency here may not be typical).
# Field names – A = NIH3T3 tox; B = Luciferase inh; C = IP6K1 inhibitor; D = HEK cytotox; E = GPT2 inhibitor; F = SNCA viab count; G = SNCA expr inh
> Cc1noc(-c2ccn3c(CNC(=O)c4ccccc4F)nnc3c2)n1
  A = -8%; B = -5%; C = 26; D = -15%; E = i; F = -5%; G = 21%

> O=c1c2nncn2ccn1-c1ccc(F)c(F)c1
  A = .; B = .; C = -16; D = .; E = .; F = 8%; G = 5%

> CCN1CCN(C(=O)c2ccc3nc(-c4cccnc4Cl)oc3c2)CC1
  A = 0%; B = .; C = -2; D = i; E = -11%; F = 13%; G = 25%

> Cc1ccc(-c2nc(C(=O)N3CCN(c4ccc(C)cc4)CC3)no2)cc1
  A = 1%; B = 14µM*; C = 11; D = 2%; E = 4%; F = 13%; G = 9%

> O=C(CN1CC2CC(C1)[C@H]1CCCC(=O)N1C2)NCc1cc(F)ccc1F (some centres undefined)
  A = i; B = 0%; C = 9; D = -3%; E = i; F = 7%; G = 14%

> CN(C)c1ccc(CN2CCC3(C2)C(=O)N(Cc2ccccc2)c2ccccc23)cc1 (centres undefined)
  A = ?; B = 4%; C = -4; D = 35µM*; E = i; F = -21%; G = 20%

> COc1ccc(C)c2sc(N(Cc3cccnc3)C(C)=O)nc12
  A = .; B = .; C = 1; D = .; E = .; F = 5%; G = 10%

> C[C@@H]1C[C@H](O[C@@H]2O[C@H](CO[C@@H]3OC[C@](O)(CO)[C@H]3O)[C@@H](O)[C@H](O)[C@H]2O)CC(C)(C)[C@H]1/C=C/[C@@H](C)O
  A = .; B = .; C = -2; D = .; E = -4%[27.3 µM]; F = -13%[23.9 µM]; G = .

> CCCN1C(=O)Cc2cc(C(=O)NCc3ccco3)ccc21
  A = ?; B = -2%; C = -8; D = ?; E = 2%; F = -11%; G = -17%

> Cc1[nH]c(/C=C2\C(=O)Nc3cc(-c4ccccc4)ccc32)c(C)c1CCC(=O)O
  A = .; B = .; C = -11; D = .; E = i; F = -38%; G = .

> Cn1cc(C(=O)NCC2CN(Cc3cccc(OC(F)(F)F)c3)CC23CN(c2ccccc2)C3)cn1 (centres undefined)
  A = ?; B = -4%; C = 0; D = ?; E = i; F = 2%; G = -26%

> CC(=O)N1Cc2ccccc2OC2(CCN(C(=O)NC(C)C)CC2)C1
  A = -10%; B = .; C = 11; D = -25%; E = -29%; F = -1%; G = -5%

> CN(C(=O)c1c(F)cccc1Cl)C1CCc2nn(C)c(=O)n2CC1 (centres undefined)
  A = i; B = 0%; C = -2; D = -7%; E = -7%; F = 4%; G = -5%

> COc1ccc(NC(=O)c2cc(-c3ccc(C(F)(F)F)cc3)nc3c2cnn3C)cc1OC
  A = -18%; B = .; C = -13; D = 2%; E = .; F = .; G = .

> CCOCCCNC(=O)NC(C)c1c(-n2cccc2)sc2c1CCN(CC)C2 (centres undefined)
  A = .; B = .; C = 5; D = .; E = .; F = -4%; G = -24%

> COc1cccc(CCC2CCCN(C(=O)C3CCCC3)C2)c1 (centres undefined)
  A = ?; B = ?; C = 2; D = ?; E = -6%; F = 1%; G = 9%

> COCCCNC(=O)c1sc2ncccc2c1-n1cccc1
  A = .; B = .; C = 24; D = .; E = .; F = 2%; G = 2%

> CCS(=O)(=O)N1CC(n2cc(C(=O)NCC3CC3)nn2)C1
  A = i; B = 0%; C = 4; D = i; E = i; F = 11%; G = 25%

> Cc1nc2ccn(Cc3cccnc3)c(=O)c2cc1C(=O)NCc1ccc(Cl)cc1
  A = .; B = .; C = -3; D = .; E = .; F = ?; G = -3%

> Cc1c(NC(=O)c2cc([N+](=O)[O-])ccc2N2CCOCC2)cccc1-c1nc2ccccc2o1
  A = .; B = .; C = -5; D = .; E = .; F = -2%; G = 52%[activator]

> CCc1noc(-c2cn(C3CCN(C(=O)c4ccc[nH]4)CC3)nn2)n1
  A = 1%; B = 0%; C = 23; D = 4%; E = i; F = 10%; G = 6%

> CON=C(C(=O)N[C@@H]1C(=O)N2C(C(=O)OCOC(=O)C(C)(C)C)=C(C=Cc3scnc3C)CS[C@H]12)c1csc(N)n1
  A = .; B = .; C = .; D = .; E = 3%; F = ?; G = ?

> O=C(C1CC1)N1CCc2nc(C3CC3)nc(-c3ccc(Cl)cc3)c2C1
  A = -9%; B = -6%; C = 8; D = -20%; E = i; F = 5%; G = 14%

> Cc1cn2nc(C(=O)NCCCc3ccccc3)cc2c(N2CCSCC2)n1
  A = ?; B = -12%; C = -14; D = ?; E = i; F = 9%; G = -8%

> O=C1CO[C@H]2CCN(Cc3ccccc3Cl)CC[C@@H]2N1c1ccccc1
  A = ?; B = -4%[172 µM]; C = 13; D = 79µM*; E = -16%[88.5 µM]; F = -2%[87.6 µM]; G = -1%[87.6 µM]

# Some of the entries so far, as labelled records:
molecule: CN(C(=O)c1c(F)cccc1Cl)C1CCc2nn(C)c(=O)n2CC1 (centres undefined)
  NIH3T3 tox: i	Luciferase inh: 0%	IP6K1 inhibitor: -2	HEK cytotox: -7%	GPT2 inhibitor: -7%	SNCA viab count: 4%	SNCA expr inh: -5%
molecule: Cc1[nH]c(/C=C2\C(=O)Nc3cc(-c4ccccc4)ccc32)c(C)c1CCC(=O)O
  NIH3T3 tox: .	Luciferase inh: .	IP6K1 inhibitor: -11	HEK cytotox: .	GPT2 inhibitor: i	SNCA viab count: -38%	SNCA expr inh: .

# Shown with values under each structure: 12 of the compounds above
# Every second line gives: NIH3T3 tox, Luciferase inh, IP6K1 inhibitor, HEK cytotox, GPT2 inhibitor, SNCA viab count, SNCA expr inh
Cc1noc(-c2ccn3c(CNC(=O)c4ccccc4F)nnc3c2)n1
 : -8%, -5%, 26, -15%, i, -5%, 21%
O=c1c2nncn2ccn1-c1ccc(F)c(F)c1
 : ., ., -16, ., ., 8%, 5%
CCN1CCN(C(=O)c2ccc3nc(-c4cccnc4Cl)oc3c2)CC1
 : 0%, ., -2, i, -11%, 13%, 25%
Cc1ccc(-c2nc(C(=O)N3CCN(c4ccc(C)cc4)CC3)no2)cc1
 : 1%, 14µM*, 11, 2%, 4%, 13%, 9%
O=C(CN1CC2CC(C1)[C@H]1CCCC(=O)N1C2)NCc1cc(F)ccc1F (some centres undefined)
 : i, 0%, 9, -3%, i, 7%, 14%
CN(C)c1ccc(CN2CCC3(C2)C(=O)N(Cc2ccccc2)c2ccccc23)cc1 (centres undefined)
 : ?, 4%, -4, 35µM*, i, -21%, 20%
COc1ccc(C)c2sc(N(Cc3cccnc3)C(C)=O)nc12
 : ., ., 1, ., ., 5%, 10%
C[C@@H]1C[C@H](O[C@@H]2O[C@H](CO[C@@H]3OC[C@](O)(CO)[C@H]3O)[C@@H](O)[C@H](O)[C@H]2O)CC(C)(C)[C@H]1/C=C/[C@@H](C)O
 : ., ., -2, ., -4%[27.3 µM], -13%[23.9 µM], .
CCCN1C(=O)Cc2cc(C(=O)NCc3ccco3)ccc21
 : ?, -2%, -8, ?, 2%, -11%, -17%
Cc1[nH]c(/C=C2\C(=O)Nc3cc(-c4ccccc4)ccc32)c(C)c1CCC(=O)O
 : ., ., -11, ., i, -38%, .
Cn1cc(C(=O)NCC2CN(Cc3cccc(OC(F)(F)F)c3)CC23CN(c2ccccc2)C3)cn1 (centres undefined)
 : ?, -4%, 0, ?, i, 2%, -26%
CC(=O)N1Cc2ccccc2OC2(CCN(C(=O)NC(C)C)CC2)C1
 : -10%, ., 11, -25%, -29%, -1%, -5%

# Next structures follow:
# Field names – A = NIH3T3 tox; B = Luciferase inh; C = IP6K1 inhibitor; D = HEK cytotox; E = GPT2 inhibitor; F = SNCA viab count; G = SNCA expr inh
> Cc1ccccc1NC(=O)N1CCc2cc(S(=O)(=O)N3CCC(C)CC3)ccc21
  A = .; B = .; C = 31; D = .; E = .; F = 7%; G = -12%

> Cc1csc2nc(-c3ccc(NS(=O)(=O)c4cc(F)ccc4F)cc3)cn12
  A = .; B = .; C = -4; D = .; E = .; F = -20%; G = 38%[activator]

> COCc1cc(=O)n(CC(=O)Nc2cccc(F)c2)c(N2CCOCC2)n1
  A = -17%; B = 6%; C = 19; D = 6%; E = i; F = 2%; G = 36%[activator]

> CC(=O)N1Cc2ccccc2CC2(CCCN2Cc2ccccc2)C1 (centres undefined)
  A = -18%; B = .; C = -3; D = -23%; E = -20%; F = -14%; G = 6%

> O=C(c1ccccc1C(F)(F)F)N1C[C@@H](CO)[C@H](c2ccccn2)C1
  A = ?; B = -10%; C = 8; D = ?; E = 1%; F = 0%; G = -30%

> CCn1c(=N)c(C(=O)NC2CCCCC2)cc2c(=O)n3cccc(C)c3nc21
  A = .; B = .; C = 0; D = .; E = .; F = ?; G = -10%

> COCCNC(=O)Cn1c(=O)n(Cc2ccc(C(=O)NCCc3ccc(OC)c(OC)c3)cc2)c(=O)c2ccccc21
  A = .; B = .; C = 33; D = .; E = .; F = -5%; G = 15%
